Screening results deposited in PubChem BioAssay by several laboratories.
SV40 large T antigen: TAg ATPase/helicase activity blockers – biochemical (AID 1903) | SV40 large T antigen ATPase/helicase inhibition assay; higher % means a stronger effect | 0.39% of 310,000 active | inhibition, % at 20 µM; hits with a dose series show IC50 in µM; in the data active means a potency from the dose series; inconclusive means inhibition mostly from about 32% at the one dose, without a potency; inactive means the rest, 99 in 100 with inhibition below about 32%; further: strong numbers were not always called active
MgcRacGAP inhibition: MgcRacGAP GTPase-activating activity inhibitors, confirmation, biochemical, ADP Hunter fluorescence. 0.6% of 340,000 active. AID 624330. inhibition, % at 30 µM, or IC50 in µM where a hit was titrated. MgcRacGAP-stimulated Rac1 GTP hydrolysis, ADP Hunter fluorescence; higher % means a stronger effect; GST-tagged Rac1 F28L mutant substrate;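 active means first-screen hits whose inhibition reached a set limit at any dose in the follow-up dose series; inconclusive means inhibition above the set first-screen limit but never retested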;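 further: fluorescence reports GDP produced by GAP-driven GTP hydrolysis; strong numbers were not always called active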
Dengue-2 NS5 capping: Dengue-2 NS5 methyltransferase inhibitors, primary screen, biochemical, confirmation dose response (AID 588689) | Dengue-2 NS5 methyltransferase capping enzyme assay, biochemical; higher % means a stronger effect | 0.3% of 340,000 active | inhibition, % at 25 µM; hits with a dose series show IC50 in µM; in the data active means a potency from the dose series; inconclusive means inhibition above about 29% without an active follow-up result
RSV CPE inhibition: inhibition of RSV-induced cytopathic effect – HEp-2 cells, primary 10 µM value included (AID 2391); 0.13% of 310,000 active; CPE inhibition, % at 10 µM; hits with a dose series show IC50 in µM; HEp-2 cells, RSV-induced CPE inhibition; higher % means a stronger effect; in the data active means a potency from the dose series; inconclusive means CPE inhibition mostly from about 23% at the one dose, without a potency; inactive means the rest, 99 in 100 with CPE inhibition below about 21%; further: strong numbers were not always called active
HIV fusion peptide: inhibitors of HIV fusion peptide binding, primary screen, biochemical, uHTS, fluorescence dequenching (AID 1986); cell-free peptide binding, fluorescence dequenching, 30 min; higher % means a stronger effect; one-dose inhibition, % at 20 µM; IC50 in µM for titrated hits; 0.3% of 290,000 active; in the data active means inhibition mostly above about 52%, no sharp cut-off; inactive means mostly below about 76%; further: some results filed as inactive read as strong as hits
XIAP displacement: XIAP antagonists, biochemical, IAP family, fluorescence polarization (AID 1018); XIAP BIR domain, fluorescence polarization peptide displacement; higher % means a stronger effect; one-dose displacement, % at 20 µM; IC50 in µM for titrated hits; 0.007% of 200,000 active; in the data active means displacement above about 50%; further: a part of the inactive calls stands beside numbers as strong as those of hits
LYP inhibition: inhibitors of LYP phosphatase, biochemical, fluorescence intensity, uHTS (AID 1779); recombinant LYP phosphatase, fluorescence intensity; higher % means a stronger effect; inhibition, % at 11.5 µM, or IC50 in µM where a hit was titrated; 0.054% of 290,000 active; in the data active means inhibition above about 50%;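 further: plate controls were vehicle with enzyme for no effect and no enzyme for full effect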
Siah-1 displacement: Siah-1 peptide-binding antagonists, primary screen, biochemical, fluorescence polarization, rhodamine-plectin, uHTS (AID 1817). 0.02% of 290,000 active. one-dose displacement, % at 20 µM; IC50 in µM for titrated hits. Siah-1 / rhodamine-plectin peptide fluorescence polarization; higher % means a stronger effect;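 active means displacement of at least 50% at 20 µM, with a fluorescence ratio check between 0.3 and a set limit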;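 further: plate controls were Siah plus tracer with DMSO for no effect and tracer alone without Siah for full effect; strong numbers were not always called active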
AID2073: disruptors of CaV2.2 binding to Mint1 – biochemical, HTRF (AID 2073). 0.19% of 290,000 active. HTRF protein-protein interaction, Mint1-CaV2.2; higher % means a stronger effect. inhibition, % at 20 µM; hits with a dose series show IC50 in µM; in the data active means inhibition mostly above about 51%, no sharp cut-off; inconclusive means no clear call, values can overlap the other calls; inactive means mostly below about 53%; further: some results filed as inactive read as strong as hits
Dengue-2 NS5 capping pilot replicate: further read-out of Dengue-2 NS5 capping, marked with its call; inhibition, %; measured here: pilot screen replicate inhibition
Active calls of the source: *; ? = inconclusive; · = no result given.

SMILES	SV40 large T antigen	MgcRacGAP inhibition	Dengue-2 NS5 capping	RSV CPE inhibition	HIV fusion peptide	XIAP displacement	LYP inhibition	Siah-1 displacement	AID2073	others
COc1ccc(CCNC(=O)C2CC2)cc1OC	7%	-1%	-5%	2.7%	-1.6%	-7.6%	-7%	-8%	19%
CN(C)CCCNC(=O)c1ccccn1	-3%	5%	-6%	6.6%	-0.8%	-4.6%	-6%	2%	-2%
Cc1ccc(-c2csc(NCCn3c(C(F)(F)F)nc4ccccc43)n2)cc1	3%	11%	-7%	1.2%	1.7%	·	-7%	-1%	-13%
CC(C)CC(=O)N1CCN(C(=O)c2cccc(F)c2)CC1	4%	9%	-5%	-0.4%	1.2%	-1.8%	-2%	-2%	0%
O=S(=O)(c1ccccc1)c1nc(Nc2ccccc2N2CCOCC2)sc1Cl	-1%	13%	-6%	?	-2.4%	-6.1%	-4%	4%	-10%
Cc1onc(-c2c(Cl)cccc2Cl)c1C(=O)N=S(C)(=O)c1ccccc1 (configuration not stated)	6%	·	·	0.4%	-1.8%	·	0%	18%	1%
COc1ccc(S(=O)(=O)NCCSC(C)(C)C)cc1Cl	8%	1%	-2%	3.8%	-2.9%	-0.2%	-6%	1%	16%
CC(NC(=O)c1nn(C)c(=O)c2ccccc12)c1ccc(F)cc1 (configuration not stated)	28%	1%	-3%	1.4%	-0.8%	-6.8%	-8%	5%	1%
Cc1nn(C(=O)c2cccs2)c(C)c1CN1C(=O)c2ccccc2C1=O	-2%	6%	-2%	-0.9%	-1.8%	-8.4%	-4%	4%	-3%
COc1ccc(CSC2=NCCN2)cc1Br	8%	8%	-3%	0.5%	-1.1%	·	-6%	11%	13%
CC(C)(C)c1ccc(OCCNC(=S)Nc2ccccc2)cc1	-2%	8%	-9%	-0.8%	-2.5%	-15%	2%	-4%	1%
Cc1ccc2c(Cl)c(C(=O)N/N=C/c3cccn3C)sc2c1	3%	5%	-10%	0.1%	-1.6%	-0.7%	-3%	-2%	19%
O=C(CCC1CCCC1)N1CCN(C2CCCC2)CC1	1%	209µM*	-9%	-1.0%	3.1%	-2.5%	-7%	5%	-4%
O=C(COc1ccc(NC(=O)c2ccccc2)cc1)c1ccccc1	10%	15%	-2%	6.6%	1.0%	·	-7%	5%	3%
COc1ccc(C2/C(=C(/O)c3ccccc3)C(=O)C(=O)N2CCCN2CCOCC2)cc1 (configuration not stated)	9%	9%	1%	2.6%	2.0%	·	-8%	4%	1%	Dengue-2 NS5 capping pilot replicate=-2.7
COc1ccc(CSc2nnnn2C)cc1[N+](=O)[O-]	3%	2%	-2%	1.1%	2.0%	-5.2%	-3%	-1%	5%
CCN(CC1COc2ccccc2O1)C(=S)NC1CC2CCC1C2 (configuration not stated)	-1%	8%	1%	0.3%	0.8%	-0.9%	3%	4%	-4%
Cc1ccc(NC(=O)CNCC(c2ccccc2)N(C)C)cc1F (configuration not stated)	-3%	71µM*	1%	-0.2%	0.5%	·	-2%	9%	3%
O=C(CSc1nnnn1C1CCCC1)NCc1ccc2c(c1)OCO2	18%	-1%	-1%	-0.1%	-2.2%	-2.7%	3%	3%	-4%
Cc1cc(C)c2c(CC(=O)Nc3nccs3)coc2c1	19%	8%	-10%	1.6%	-0.5%	-4.4%	-5%	-4%	-6%
N#Cc1cccc(CSc2nnc(CCCO)n2-c2ccccc2)c1	12%	-2%	-4%	1.4%	2.4%	-3.2%	-5%	0%	2%
O=C(CN(C1CCCCC1)S(=O)(=O)c1ccc(F)cc1)NCc1ccncc1	2%	6%	-3%	1.9%	2.2%	-9.5%	-4%	-5%	7%
Cc1ccc(C(=O)C2=C(O)C(=O)N(Cc3cccnc3)C2c2ccc(Cl)c(Cl)c2)o1 (configuration not stated)	22%	3%	18%	0.4%	4.8%	·	-11%	7%	12%
CC(C)(C)c1ccc(CS(=O)(=O)CC(O)CN2CCCC2=O)cc1 (configuration not stated)	4%	·	-2%	1.6%	2.8%	·	-9%	0%	9%
COC(=O)c1cn(C(=O)c2ccc(OC)c(OC)c2)c2ccccc12	6%	7%	1%	0.1%	0.3%	·	-3%	2%	19%	Dengue-2 NS5 capping pilot replicate=0.6
CN(C)S(=O)(=O)c1ccc(C(=O)OCC(=O)Nc2sc3c(c2C#N)CCCCC3)cc1	20%	14%	4%	2.8%	2.0%	-12%	3%	3%	-9%
O=[N+]([O-])c1ccc(Nc2nc(N/N=C\c3ccc4c(c3)OCO4)nc(N3CCCCC3)n2)cc1	21%	7%	-8%	1.6%	0.2%	-6.3%	-3%	-2%	10%
CCCOc1ccc(-c2nc(OCC)c3ccccc3n2)cc1	1%	8%	-9%	12%	-2.6%	-1.3%	6%	0%	10%
O=C(NC(Cc1ccc(O)cc1)C(=O)O)c1ccco1 (configuration not stated)	-2%	1%	·	0.6%	-0.7%	-4.9%	-3%	2%	10%
CCn1c(SCc2nc3ccccc3s2)nnc1-c1cccs1	11%	2%	-10%	4.7%	2.6%	-3.7%	3%	0%	-9%

Sorted by heavy-atom count (low to high): some entries from above.
SMILES	SV40 large T antigen	MgcRacGAP inhibition	Dengue-2 NS5 capping	RSV CPE inhibition	HIV fusion peptide	XIAP displacement	LYP inhibition	Siah-1 displacement	AID2073	others
CCCOc1ccc(-c2nc(OCC)c3ccccc3n2)cc1	1%	8%	-9%	12%	-2.6%	-1.3%	6%	0%	10%
Cc1ccc(NC(=O)CNCC(c2ccccc2)N(C)C)cc1F (configuration not stated)	-3%	71µM*	1%	-0.2%	0.5%	·	-2%	9%	3%
N#Cc1cccc(CSc2nnc(CCCO)n2-c2ccccc2)c1	12%	-2%	-4%	1.4%	2.4%	-3.2%	-5%	0%	2%

Fetched one by one from the entries so far (5):
SMILES	SV40 large T antigen	MgcRacGAP inhibition	Dengue-2 NS5 capping	RSV CPE inhibition	HIV fusion peptide	XIAP displacement	LYP inhibition	Siah-1 displacement	AID2073	others
Cc1cc(C)c2c(CC(=O)Nc3nccs3)coc2c1	19%	8%	-10%	1.6%	-0.5%	-4.4%	-5%	-4%	-6%
O=C(NC(Cc1ccc(O)cc1)C(=O)O)c1ccco1 (configuration not stated)	-2%	1%	·	0.6%	-0.7%	-4.9%	-3%	2%	10%
CCCOc1ccc(-c2nc(OCC)c3ccccc3n2)cc1	1%	8%	-9%	12%	-2.6%	-1.3%	6%	0%	10%
O=C(CN(C1CCCCC1)S(=O)(=O)c1ccc(F)cc1)NCc1ccncc1	2%	6%	-3%	1.9%	2.2%	-9.5%	-4%	-5%	7%
CN(C)S(=O)(=O)c1ccc(C(=O)OCC(=O)Nc2sc3c(c2C#N)CCCCC3)cc1	20%	14%	4%	2.8%	2.0%	-12%	3%	3%	-9%

Later entries:
SMILES	SV40 large T antigen	MgcRacGAP inhibition	Dengue-2 NS5 capping	RSV CPE inhibition	HIV fusion peptide	XIAP displacement	LYP inhibition	Siah-1 displacement	AID2073	others
Cc1cc(C(=O)NC2CCC(C)CC2)c(C)o1 (configuration not stated)	0%	4%	-11%	0.8%	1.3%	·	-11%	13%	6%
Cc1ccc2[nH]c(=O)c(CN(CCCO)S(=O)(=O)c3cccc4nsnc34)cc2c1	12%	13%	-3%	-0.3%	0.8%	-2.8%	-4%	-3%	-2%
N#Cc1nc(-c2cccs2)oc1NCC1CCCO1 (configuration not stated)	12%	1%	1%	0.6%	0.8%	-6.8%	-28%	4%	39%
Oc1cccc2ccc(/C=C/c3ccccc3Cl)nc12	0%	7%	-3%	3.9%	-0.1%	·	-5%	-8%	43%
COC(=O)c1ccc(NS(=O)(=O)c2ccc(-c3cc(C)no3)s2)cc1	4%	11%	3%	3.2%	5.4%	·	-8%	13%	4%
C=CCn1c(-c2ccccc2)c[nH]c1=S	1%	4%	-11%	3.2%	-2.7%	-11%	-8%	-4%	-18%
COc1ccccc1C(=O)NCC(=O)n1nc(C)cc1C	9%	4%	-3%	-0.3%	-0.1%	2.0%	-8%	2%	-4%
C=CCNC(=S)Nc1ccc(C)cc1[N+](=O)[O-]	2%	1%	-7%	-0.4%	-0.6%	-11%	1%	4%	-16%
CCOc1ccc(C(C(=O)NCC2CCCO2)N(Cc2cccnc2)C(=O)c2snc(C(N)=O)c2N)cc1 (configuration not stated)	·	8%	6%	·	0.2%	·	-15%	0%	11%
COc1ccc(NC(=O)N2CCCC(c3nc(-c4ccc(OC)cc4)no3)C2)cc1 (configuration not stated)	12%	12%	-14%	14%	-0.4%	-3.7%	3%	2%	-13%
CN(c1ccccc1)S(=O)(=O)c1ccc2[nH]c(=O)[nH]c2c1	8%	8%	-5%	3.3%	0.2%	·	-8%	-2%	5%
Cc1cc(C)c(C)c(S(=O)(=O)Nc2ccccc2C(=O)NCCCn2ccnc2)c1C	24%	11%	-11%	·	0.4%	-8.3%	-12%	1%	-3%
O=C1CN(C(=O)CSc2nc(-c3ccccc3)cs2)c2ccccc2N1	20%	8%	-6%	11%	-1.0%	-6.8%	-9%	4%	-6%
O=C(Nc1nccs1)c1ccc(-c2ccc(F)cc2)o1	31%	1%	-8%	7.0%	-2.0%	-7.1%	1%	-3%	18%
COc1ccc(C=C2C=C(C(C)(C)C)C(=O)C(C(C)(C)C)=C2)cc1OC	3%	16%	-26%	-2.3%	0.9%	·	-8%	2%	2%
CC(C)NC(=O)c1cc(-c2ccc(Br)cc2)on1	10%	3%	1%	3.8%	-1.6%	-1.2%	-9%	0%	7%
